# Screens: PubChem BioAssay, NMMLSC
# Rab7 wt modul: dog Rab7 wildtype GTP binding, inhibitors and activators | GST-Rab7 beads, fluorescent GTP binding, flow cytometry; actives lie on both sides; untreated = 100%, excess cold GTP = 0% | GTP binding activity (percent of control), % at 10 µM | 190,000 compounds, 0.055% hits | AID 758;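 active = fluorescent GTP binding to Rab7 beads changed by at least 20 points from the 100% baseline, either direction, mostly lower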;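 note: median green fluorescence of bound Bodipy-FL-GTP per Rab7 bead population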
# Bcl-XL Bim block: inhibitors of Bim-Bcl-XL interaction, human | Bim peptide-Bcl-XL binding, bead flow cytometry, fluorescence | inhibition, % at 10 µM | Q07817 | 190,000 compounds, 0.04% hits
# Target sequence (Q07817 whole entry, looked up): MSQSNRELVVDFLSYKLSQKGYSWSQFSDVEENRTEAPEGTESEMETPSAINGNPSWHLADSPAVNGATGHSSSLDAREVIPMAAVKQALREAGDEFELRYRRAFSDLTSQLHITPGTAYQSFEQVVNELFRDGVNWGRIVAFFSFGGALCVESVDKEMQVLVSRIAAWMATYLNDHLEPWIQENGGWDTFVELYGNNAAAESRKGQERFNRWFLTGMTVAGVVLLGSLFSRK
# Bim-Bcl-W: disrupts Bim peptide binding to human Bcl-W; inhibition, % at 10 µM; 190,000 compounds, 0.02% hits; AID 952; bead-based flow cytometry; Q92843;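 note: 0% = bound tracer without compound and 100% = peptide blocker; higher means less fluorescent Bim peptide bound to Bcl-W beads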
# Target sequence (Q92843 whole entry, looked up): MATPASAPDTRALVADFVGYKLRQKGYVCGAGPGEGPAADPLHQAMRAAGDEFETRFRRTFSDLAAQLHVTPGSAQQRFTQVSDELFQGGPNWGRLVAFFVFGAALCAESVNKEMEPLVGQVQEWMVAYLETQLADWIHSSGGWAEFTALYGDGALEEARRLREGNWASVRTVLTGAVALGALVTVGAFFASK
# Rab2 wt GTP: changes GTP binding to wildtype dog Rab2A, up or down; P61105; GST-Rab2 wt beads, Bodipy-GTP binding, flow cytometry; GTP binding activity, % at 10 µM; 190,000 compounds, 0.19% hits; AID 760;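 active = GTP binding activity at least 20 points away from 100%, either lowered or raised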;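 note: 0% = beads with excess unlabeled GTP and 100% = no-compound control corrected for plate trend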
# Bfl-1 Bim block: disrupts Bim binding to human Bfl-1; Q16548; Bead-based flow cytometry, Bim-Bfl-1 binding inhibition; inhibition, % at 10 µM; AID 1008; 190,000 compounds, 0.12% hits;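 note: 0% = wells without compound plus tracer and 100% = blocker peptide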
# HRas wt GTP bind: human HRas wildtype GTP binding, change in either direction | P01112 | GST-Ras wt beads, Bodipy-FL-GTP binding, flow cytometry; actives lie on both sides | GTP binding activity, % at 10 µM | 190,000 compounds, 0.14% hits | AID 759;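 active = GTP binding activity at least 20% away from the 100% baseline, either lowered as inhibitor or raised as activator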;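 note: 0% = unlabeled GTP competition control and 100% = no-compound control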
# Rac1 act GTP bind: modulators of GTP binding to human Rac1 activated mutant | GST-Rac1 activated beads, fluorescent GTP binding, flow cytometry; actives lie on both sides; 100% means binding = to untreated wells | percent activity (GTP binding), % at 10 µM | 190,000 compounds, 0.11% hits;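 active = GTP binding at least 20 percentage points away from the 100% baseline, in either direction, so actives lie on both sides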
# Bim-Bcl-B: human Bim-Bcl-B interaction inhibition; 190,000 compounds, 0.073% hits; inhibition, % at 10 µM; bead-based flow cytometry, Bim peptide-Bcl-B binding; Q9HD36;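 note: 0% = tracer peptide without compound and 100% = reference inhibitor peptide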
# Cdc42 wt: modulators (inhibitors or activators) of GTP binding to human Cdc42 wildtype. 190,000 compounds, 0.2% hits. GST-Cdc42 beads, Bodipy-GTP binding, flow cytometry; actives lie on both sides. AID 761. P60953. percent activity (GTP binding), % at 10 µM;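 active = percent activity GTP binding at least 20 points away from the 100% baseline, either down as inhibitor or up as activator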;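 note: median bead fluorescence of bound Bodipy-FL-GTP at 100 nM; 0% = excess unlabeled GTP control and 100% = no compound control; below 100% means less GTP binding so inhibitor and above means activator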
# Target sequence (P60953 whole entry, looked up): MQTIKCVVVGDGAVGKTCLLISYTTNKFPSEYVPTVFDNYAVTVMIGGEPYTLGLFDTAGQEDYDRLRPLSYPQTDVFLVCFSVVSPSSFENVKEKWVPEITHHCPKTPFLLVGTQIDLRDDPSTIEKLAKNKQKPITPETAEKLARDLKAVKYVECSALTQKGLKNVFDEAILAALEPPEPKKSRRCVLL
# Bim-Bcl-2: disrupts Bim peptide binding to human Bcl-2. P10415. 190,000 compounds, 0.06% hits. AID 950. Bead-based flow cytometry, Bim peptide-Bcl-2 binding. inhibition, % at 10 µM; in the data active = inhibition above about 40%;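 note: 0% = no compound wells with probe peptide and 100% = reference peptide inhibitor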
# Target sequence (P10415 whole entry, looked up): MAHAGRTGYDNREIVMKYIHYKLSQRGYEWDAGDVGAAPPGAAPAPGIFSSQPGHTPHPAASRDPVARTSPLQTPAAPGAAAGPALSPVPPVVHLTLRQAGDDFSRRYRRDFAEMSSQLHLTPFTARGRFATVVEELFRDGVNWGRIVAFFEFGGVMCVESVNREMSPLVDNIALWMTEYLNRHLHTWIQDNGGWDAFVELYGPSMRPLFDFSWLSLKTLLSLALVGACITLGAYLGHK
# Rac1 wt modul: human Rac1 wildtype GTP binding, inhibitors and activators; GTP binding activity (% of control), % at 10 µM; GST-Rac1 beads, fluorescent GTP binding, flow cytometry; actives lie on both sides; 0 = cold GTP competed, 100 = untreated; P63000; 190,000 compounds, 0.27% hits; AID 757;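 active = GTP binding activity at least 20 points away from the 100% control level, either lower or higher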
# The depositor's hits bear a star; x = not tested or not shown. Cut-off read from the data, not from the text of the source, unless noted: active = inhibition above about 40%.
SMILES,Rab7 wt modul,Bcl-XL Bim block,Bim-Bcl-W,Rab2 wt GTP,Bfl-1 Bim block,HRas wt GTP bind,Rac1 act GTP bind,Bim-Bcl-B,Cdc42 wt,Bim-Bcl-2,Rac1 wt modul
Nc1nnc(CSc2ccc(Cl)cc2)s1,99,-5,-4,101,-6,98,99,-7,99,-14,101
CC(C)c1ccc(CC(C)C2C3=C(CCCC3=O)OC3=C2C(=O)CCC3)cc1 (stereo not given),98,-9,0,101,-9,101,98,-3,101,-12,102
O=C(O)CSc1nc(-c2ccc(Cl)cc2)nc2c1oc1ccccc12,97,-2,-5,93,0,98,93,-3,98,-2,100
COc1cc2c(cc1NC(=O)CCCCCN1C(=O)CCC1=O)oc1ccccc12,95,-1,0,100,4,100,100,-3,100,0,104
Cc1onc(C(=O)N2C(C)CCCC2C)c1[N+](=O)[O-] (stereo not given),102,x,x,99,x,100,99,x,100,x,103
O=C(O)CCC(=O)Nc1ccc(Br)cn1,95,0,4,96,-11,99,95,-4,99,-6,98
COCCNC(=S)N1CCN(Cc2cccc(OC)c2)CC1,96,-2,-4,96,-2,94,93,-4,95,-1,93
Cc1ccc(S(=O)(=O)N/N=C/c2cccn2-c2ccc(Cl)cc2)cc1,95,-2,-4,94,-5,99,96,-3,101,-3,103
COc1cc(OC)c(C2C(C(=O)N3CCOCC3)=C(C)NC3=C2C(=O)CC(C)(C)C3)cc1OC (stereo not given),92,0,5,98,1,94,97,-3,94,-6,99
Cc1ccc(S(=O)(=O)N2CCC(C)CC2)c([N+](=O)[O-])c1,100,-4,-2,97,-6,99,95,-5,94,-2,97
O=C1/C(=C/c2ccccc2)N=C(N2CCOCC2)N1c1cccc(Cl)c1,103,-5,0,98,0,100,100,-3,98,-3,105
COc1ccc(-c2c(N)nnc3c2[nH]c2ccccc23)cc1OC,101,0,0,101,0,99,99,0,98,-5,98
COC(=O)c1ccc(COc2ccc3c(C)c(C)c(=O)oc3c2C)o1,95,-1,0,95,-2,95,91,-1,98,0,93
O=C(CCc1ccc(S(=O)(=O)N2CCOCC2)cc1)Oc1ccccc1,99,-7,-3,100,-11,101,101,-8,100,-6,104
CCOC(=O)C1CCN(c2c(NC3CCCc4ccccc43)c(=O)c2=O)CC1 (stereo not given),99,-4,0,99,-9,99,99,-7,98,-6,101
COc1ccc(CCNC(=O)Nc2cccc([N+](=O)[O-])c2)cc1,102,-3,0,102,-8,101,97,-3,102,-4,104
CC(=O)Nc1ccc(C(=O)OCc2ccc(Cl)cc2)cc1,102,0,0,102,-1,101,98,0,99,0,100
CCOc1ncccc1C(=O)OCC(=O)Nc1cc(S(=O)(=O)N2CCOCC2)ccc1C,99,-3,-3,99,0,97,101,-7,102,0,102
CCOc1ccc(N(C(C)=O)c2nc(C)cc(C)c2C#N)cc1,89,-1,0,92,0,89,90,-4,94,12,94
O=S(=O)(Nc1nc2ccccc2s1)c1ccc(Cl)s1,101,-3,2,100,-10,102,98,-7,104,-8,108
COc1ccc(NS(=O)(=O)c2cc(NC(=O)Cn3cnc4c3c(=O)n(C)c(=O)n4C)ccc2C)cc1,106,0,3,96,-2,95,94,-1,95,-3,97
COc1ccc2[nH]c(C)c(CCNC(=S)Nc3cc(C)ccc3C)c2c1,100,-2,-2,101,0,99,97,0,97,-1,101
Cc1cc(C)c(S(=O)(=O)N2C=CC(C(F)(F)F)=NCC2)c(C)c1,98,-10,-2,99,-10,96,91,-6,96,-7,98
COc1ccc(-n2nc(C(=O)N3CCN(c4ccc(F)cc4)CC3)c3ccccc3c2=O)c(OC)c1,101,5,3,100,4,97,97,0,100,-2,100
COC(=O)c1ccc(NC(=O)c2ccccc2NS(C)(=O)=O)cc1,96,-18,-3,96,-4,96,92,-6,99,0,94

# Single records, as listed above. Order of screens: Rab7 wt modul | Bcl-XL Bim block | Bim-Bcl-W | Rab2 wt GTP | Bfl-1 Bim block | HRas wt GTP bind | Rac1 act GTP bind | Bim-Bcl-B | Cdc42 wt | Bim-Bcl-2 | Rac1 wt modul
# COc1ccc(CCNC(=O)Nc2cccc([N+](=O)[O-])c2)cc1 reads 102 | -3 | 0 | 102 | -8 | 101 | 97 | -3 | 102 | -4 | 104
# CCOC(=O)C1CCN(c2c(NC3CCCc4ccccc43)c(=O)c2=O)CC1 (stereo not given) reads 99 | -4 | 0 | 99 | -9 | 99 | 99 | -7 | 98 | -6 | 101

# Reprinted from the entries so far, 16 compounds:
SMILES,Rab7 wt modul,Bcl-XL Bim block,Bim-Bcl-W,Rab2 wt GTP,Bfl-1 Bim block,HRas wt GTP bind,Rac1 act GTP bind,Bim-Bcl-B,Cdc42 wt,Bim-Bcl-2,Rac1 wt modul
Cc1ccc(S(=O)(=O)N2CCC(C)CC2)c([N+](=O)[O-])c1,100,-4,-2,97,-6,99,95,-5,94,-2,97
O=C1/C(=C/c2ccccc2)N=C(N2CCOCC2)N1c1cccc(Cl)c1,103,-5,0,98,0,100,100,-3,98,-3,105
COc1ccc(-c2c(N)nnc3c2[nH]c2ccccc23)cc1OC,101,0,0,101,0,99,99,0,98,-5,98
COC(=O)c1ccc(COc2ccc3c(C)c(C)c(=O)oc3c2C)o1,95,-1,0,95,-2,95,91,-1,98,0,93
O=C(CCc1ccc(S(=O)(=O)N2CCOCC2)cc1)Oc1ccccc1,99,-7,-3,100,-11,101,101,-8,100,-6,104
CCOC(=O)C1CCN(c2c(NC3CCCc4ccccc43)c(=O)c2=O)CC1 (stereo not given),99,-4,0,99,-9,99,99,-7,98,-6,101
COc1ccc(CCNC(=O)Nc2cccc([N+](=O)[O-])c2)cc1,102,-3,0,102,-8,101,97,-3,102,-4,104
CC(=O)Nc1ccc(C(=O)OCc2ccc(Cl)cc2)cc1,102,0,0,102,-1,101,98,0,99,0,100
CCOc1ncccc1C(=O)OCC(=O)Nc1cc(S(=O)(=O)N2CCOCC2)ccc1C,99,-3,-3,99,0,97,101,-7,102,0,102
CCOc1ccc(N(C(C)=O)c2nc(C)cc(C)c2C#N)cc1,89,-1,0,92,0,89,90,-4,94,12,94
O=S(=O)(Nc1nc2ccccc2s1)c1ccc(Cl)s1,101,-3,2,100,-10,102,98,-7,104,-8,108
COc1ccc(NS(=O)(=O)c2cc(NC(=O)Cn3cnc4c3c(=O)n(C)c(=O)n4C)ccc2C)cc1,106,0,3,96,-2,95,94,-1,95,-3,97
COc1ccc2[nH]c(C)c(CCNC(=S)Nc3cc(C)ccc3C)c2c1,100,-2,-2,101,0,99,97,0,97,-1,101
Cc1cc(C)c(S(=O)(=O)N2C=CC(C(F)(F)F)=NCC2)c(C)c1,98,-10,-2,99,-10,96,91,-6,96,-7,98
COc1ccc(-n2nc(C(=O)N3CCN(c4ccc(F)cc4)CC3)c3ccccc3c2=O)c(OC)c1,101,5,3,100,4,97,97,0,100,-2,100
COC(=O)c1ccc(NC(=O)c2ccccc2NS(C)(=O)=O)cc1,96,-18,-3,96,-4,96,92,-6,99,0,94

# The results go on:
SMILES,Rab7 wt modul,Bcl-XL Bim block,Bim-Bcl-W,Rab2 wt GTP,Bfl-1 Bim block,HRas wt GTP bind,Rac1 act GTP bind,Bim-Bcl-B,Cdc42 wt,Bim-Bcl-2,Rac1 wt modul
Cc1ccc(OCC(=O)c2c[nH]c3ccccc23)c([N+](=O)[O-])n1,102,0,-2,95,0,97,94,-2,94,-3,100
C=CCn1cc(-c2ccccc2)cc(C#N)c1=O,102,3,0,105,0,105,101,1,105,0,104
Cc1cc(C)c(NC(=O)CCCN2CCOCC2)c(C)c1,101,-1,-1,104,2,105,98,-3,105,0,102
O=C(Cc1ccccc1)n1nc(-c2ccco2)nc1SCc1ccccc1,97,2,0,100,-11,100,100,-10,104,-4,105
COc1ccc(NC2CC(=O)N(CCc3ccccc3)C2=O)cc1 (stereo not given),103,-2,-1,100,0,102,100,-4,102,0,107
CCN(CCn1cccn1)Cc1c(C(=O)N2C[C@@H](C)O[C@@H](C)C2)nc2ccc(Cl)cn12,97,-2,2,96,-13,97,98,-5,98,-9,99
CC1(C)C/C(=N\O)c2cc3c(nc2C1)CCCC3,98,-6,3,99,-12,101,99,-8,101,-6,100
COc1ccc(NS(=O)(=O)CC23CCC(CC2=O)C3(C)C)cc1 (stereo not given),98,-6,-3,98,0,100,98,-1,100,-4,99
CC(C)CNC(=O)COC(=O)Cc1ccc(Cl)cc1,102,-2,-5,95,-7,97,95,-4,91,-7,99
CN(Cc1ccccc1)c1ncnc(N)c1[N+](=O)[O-],108,1,0,105,-3,98,97,0,105,-4,103
O=C1CC(O)(c2ccccc2)C(c2ccccc2)=C1c1ccccc1 (stereo not given),96,-36,-41,102,-39,102,100,-54,101,-45,103
CCOC(=O)c1sc(NC(=O)c2ccc(Br)o2)cc1C,97,0,2,98,-11,99,97,-10,99,-8,99
COc1ccc2[nH]c(=O)c(CN(C(=O)c3ccccn3)C3CCCCC3)cc2c1,97,-2,1,97,-3,99,98,-9,98,-2,100
CCOC(=O)c1c(NC(=O)CCCN2CCOCC2)sc2c1CC(C)(C)OC2,99,-1,0,98,0,97,98,-2,97,0,99
CNc1nc(SC)nc(N2CCOCC2)n1,108,0,-4,106,-1,103,99,-7,102,-6,107
COc1ccc(/C(C)=N/NC(=O)c2ccccc2N)cc1,97,-2,-3,97,-5,98,96,-7,98,-3,99
CC(C)C(=O)N(c1ccc(F)cc1)C1C=CS(=O)(=O)C1 (stereo not given),101,0,0,103,1,101,100,1,105,-1,105
Cc1cc(C(=O)Nc2cccnc2)no1,103,-10,-4,102,-21,101,99,-6,102,-15,105
O=C(CCc1ccccc1)NNC(=O)Cc1ccccc1,99,-4,-3,99,-9,98,96,-6,96,-5,97
O=C(O)c1ccc(COc2ccccc2/C=C2\NC(=O)N(Cc3ccccc3)C2=O)cc1,89,0,0,90,-3,91,91,0,91,-5,91
CCS(=O)(=O)NCCCCc1ccccc1,104,-5,-2,103,-14,100,100,-7,101,-14,105
